# Screening data as filed in PubChem BioAssay.
# bIAP inh – blocks bovine intestinal alkaline phosphatase activity; purified bovine IAP, CDP-star luminescence, 30 min; inhibition, % at 20 µM; 190,000 tested, under 10 active;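 active = over 50% inhibition of intestinal alkaline phosphatase at 20 µM in the single-dose screen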
#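 test system = bovine IAP enzyme | medium = DEA buffer 100 mM, pH 9.8, with MgCl2 1.0 mM, ZnCl2 0.02 mM | detection = luminescence | dosing = single compound dose of 20 µM, 2% DMSO final | incubation = 30 min reaction at room temperature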
# PPARg SRC3 recr – PPARgamma-driven SRC-3 recruitment agonism | activation, % at 8 µM | AID 731 | 200,000 compounds, 0.26% hits | P37231 | biochemical PPARgamma/SRC-3 coactivator recruitment assay; in the data active = activation above about 23%;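 also: 0% = DMSO and 100% = reference agonist; some compounds past the cut are filed as inactive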
# Target sequence (P37231 whole entry, looked up): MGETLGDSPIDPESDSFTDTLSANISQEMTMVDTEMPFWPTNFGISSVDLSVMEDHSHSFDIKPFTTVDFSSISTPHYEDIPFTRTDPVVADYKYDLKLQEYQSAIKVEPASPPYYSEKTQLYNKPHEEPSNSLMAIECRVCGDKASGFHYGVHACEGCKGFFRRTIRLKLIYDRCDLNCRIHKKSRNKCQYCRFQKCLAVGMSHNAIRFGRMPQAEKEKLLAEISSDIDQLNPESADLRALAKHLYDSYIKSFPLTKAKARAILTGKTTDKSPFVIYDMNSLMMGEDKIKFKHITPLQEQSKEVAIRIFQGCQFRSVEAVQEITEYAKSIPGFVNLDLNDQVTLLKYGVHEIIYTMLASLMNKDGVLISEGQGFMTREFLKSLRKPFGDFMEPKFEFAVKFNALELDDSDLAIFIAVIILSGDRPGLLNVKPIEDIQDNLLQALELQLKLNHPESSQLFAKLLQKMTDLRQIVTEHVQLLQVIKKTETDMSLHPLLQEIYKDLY
# STAT3 activator – increases IL-6 driven STAT3 reporter signal; U3A cells, IL-6 STAT3-luciferase reporter, luminescence; 100% = signal with IL-6 EC80 alone; activation (% of control), % at 5.6 µM; 190,000 compounds, 0.91% hits; AID 871;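 active = activation above the screen-wide mean of compound activation plus 3 SD, cut at about 130% in these data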;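 also: 0% = background luminescence of wells with medium and substrate only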
#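 Material: STAT1-lacking human U3A cells, STAT3 luciferase reporter | Benchmarks: IL-6-only wells as 100% reference | Probe or stimulus: IL-6 (33 ng/mL) | Timing: Compound 1 h, then IL-6 6 h at 37 °C | Detection: Luminescence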
# TNAP act hiacc – increases human TNAP activity under high phosphate acceptor concentration; P05186; purified TNAP, CDP-star luminescence, 1 M DEA, 30 min; stronger effect = higher value; 0 = EDTA background, 1 = DMSO-only activity; activation factor at 20 µM; 200,000 tested, under 10 active; AID 1136;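 active = activation factor at least 2 at 20 µM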
# Target sequence (P05186 whole entry, looked up): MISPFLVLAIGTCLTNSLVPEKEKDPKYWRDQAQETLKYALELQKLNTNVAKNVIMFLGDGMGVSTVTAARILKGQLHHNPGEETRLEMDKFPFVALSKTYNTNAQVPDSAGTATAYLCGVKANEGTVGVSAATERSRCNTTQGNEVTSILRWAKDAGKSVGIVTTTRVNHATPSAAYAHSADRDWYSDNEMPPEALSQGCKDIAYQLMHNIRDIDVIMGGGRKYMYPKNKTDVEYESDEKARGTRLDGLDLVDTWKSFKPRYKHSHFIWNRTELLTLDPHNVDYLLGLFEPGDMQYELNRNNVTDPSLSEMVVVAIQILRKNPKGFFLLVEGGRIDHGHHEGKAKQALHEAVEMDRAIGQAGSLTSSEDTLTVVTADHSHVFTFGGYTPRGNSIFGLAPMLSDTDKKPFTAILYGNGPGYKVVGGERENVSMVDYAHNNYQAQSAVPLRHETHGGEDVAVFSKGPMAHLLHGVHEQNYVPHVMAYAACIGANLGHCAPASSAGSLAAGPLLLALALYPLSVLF
#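 Test system – human TNAP · Doses – 20 µM single point · Incubation – 30 min, room temperature · Signal – luminescent substrate turnover signal · Read-out basis – activation factor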
# PPARg SRC2 recr – promotes SRC-2 coactivator recruitment by human PPARgamma; activation, % at 8 µM; 200,000 compounds, 0.34% hits; P37231; PPARgamma LBD-SRC-2 recruitment, biochemical; AID 1032; in the data active = activation above about 22%;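 also: 0% = vehicle and 100% = reference agonist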
# bIAP act – increases bovine intestinal alkaline phosphatase activity; activation factor at 20 µM; 200,000 compounds, 0.17% hits; purified bovine IAP, CDP-star luminescence, 30 min; stronger effect = higher value; fold of DMSO-control signal, blank-subtracted;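 active = activation factor of 2 or more at 20 µM, a signal rise over negative controls twice the positive control's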
# TR-FRET SRC-2 ct – flags TR-FRET format artefacts in PPARgamma SRC-2 recruitment agonist screen; 200,000 compounds, 0.4% hits; AID 1049; TR-FRET artefact counter-screen; stronger effect = higher value; TR-FRET ratio at 8 µM; in the data active = TR-FRET ratio above about 2000; also: inactives centre near 1500
# PPARg SRC-1 ag – PPARgamma-driven SRC-1 recruitment agonism. PPARgamma-SRC-1 coactivator recruitment biochemical assay. activation, % at 8 µM. AID 631. P37231. 200,000 compounds, 0.41% hits; in the data active = activation above about 19%;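 also: 0% = DMSO and 100% = reference agonist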
# STAT3 inh – inhibitors of IL-6 induced STAT3 signaling; U3A cells, IL-6 STAT3-luciferase reporter, luminescence; host cell line lacks STAT1; inhibition, % at 5.5 µM; 190,000 compounds, 0.89% hits; AID 862;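 active = inhibition above the mean inhibition across all screened compounds plus 3 SD, cut at about 44% in these data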;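 also: 0% = DMSO only wells and 100% = 100 µM nifuroxazide control wells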
# ROMK mod – human ROMK K+ channel modulation, primary screen. P48048. Tet-inducible ROMK, thallium flux fluorescence; actives lie on both sides. B-score at 10 µM. 130,000 compounds, 2% hits;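 active = signal ratio slope over the read window, or its plate-corrected B-score, at least 3 SD from the plate mean, either direction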;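 also: B-score of the F/F0 ratio slope over 7 to 12 s after thallium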
# STAT1 blocker – STAT1 signaling inhibition. NIH 3T3 STAT1-luciferase reporter, IFN-gamma, luminescence. inhibition, % at 5.5 µM. 200,000 compounds, 0.35% hits. AID 920;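 active = inhibition above a set limit, the mean inhibition across all tested compounds plus 3 SD, cut at about 34% in these data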;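 also: 0% = IFN-gamma with DMSO and 100% = IFN-gamma with 300 µM nifuroxazide; values of inactives mirror those of a sister screen read the other way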
# * = called active by the depositor; · = not tested or not shown.
# Fields: bIAP inh	PPARg SRC3 recr	STAT3 activator	TNAP act hiacc	PPARg SRC2 recr	bIAP act	TR-FRET SRC-2 ct	PPARg SRC-1 ag	STAT3 inh	ROMK mod	STAT1 blocker
1) COc1cc(OC)cc(-c2nnc(SCC(=O)N3CCCc4ccccc43)o2)c1
    -6	-2	106	1	4	1.1	1390	0	-5	·	1
2) CCn1c(SCc2ccccc2)nnc1-c1cccnc1
    -4	5	104	1	3	1	1415	-1	-1	1.4	-13
3) CCCCCSc1nnc(-c2ccccc2NC(C)=O)c(=O)[nH]1
    8	6	90	1	17	0.9	1690	7	22	0.15	-2
4) CC(C)C(=O)Nc1ccc(N2CCCC2)cc1
    5	10	94	1	20	0.9	1726	-1	11	-0.04	-5
5) CC(NC(=S)Nc1ccccc1Cl)C(c1ccccc1)N1CCOCC1 (stereo unspecified)
    ·	-8	104	1	4	0.5	1584	-2	-1	-2.2	-4
6) CCc1ccccc1OCC(=O)Nc1ccc(S(N)(=O)=O)cc1
    2	-13	99	1	-1	1	1511	12	1	·	-2
7) CCOc1ccc(-c2nc(CSc3nncs3)cs2)cc1OC
    -1	-4	107	1.1	-4	1	1676	-3	0	0.17	-10
8) Cc1cc(C)cc(OCc2nnc(SCC(=O)c3ccc(Br)cc3)o2)c1
    16	-15	104	1	-6	0.8	1445	0	-1	0.32	0
9) C=CCOc1ccc2c(CC)cc(=O)oc2c1C
    9	0	84	1	-3	0.9	1657	-3	21	1	2
10) Cc1ccc(C2/C(=C(/O)c3cnn(-c4ccccc4)c3C)C(=O)C(=O)N2CCN2CCOCC2)o1 (stereo unspecified)
    -16	1	95	1.1	11	1.2	1424	0	7	1.6	-18
11) C/C(=N\NC(=O)Cn1ccc(C(F)(F)F)n1)c1ccc2c(c1)OCO2
    3	2	88	1	8	1	1577	6	16	-0.01	12
12) Cc1ccc(S(=O)(=O)Nc2cccnc2)cc1
    11	-8	107	1	-1	0.9	1484	-4	-4	·	-9
13) CCOC(=O)c1ccc2c(c1)N(Cc1ccccc1C)C(=O)c1ccccc1S2=O (stereo unspecified)
    ·	11	112	·	15	·	1601	4	-12	-1.1	1
14) CC(C)(C)n1nnnc1C(c1ccccc1F)N1CCN(C2CCCC2)CC1 (stereo unspecified)
    -9	-1	94	1	8	1.1	1379	8	13	·	-16
15) CCOc1ccc2nc(C)cc(Nc3ccc4c(c3)OCCO4)c2c1
    5	6	84	1.1	6	1	1776	-1	29	·	8
16) S=C(Nc1ccc(Oc2ccc(NC(=S)NC3CCCCC3)cc2)cc1)NC1CCCCC1
    -39	-2	97	1.1	3	1.4	1482	-1	2	0.43	7
17) COc1ccc(CN2C(=O)c3ccccc3C2C(=O)NCC2CCCO2)c(OC)c1 (stereo unspecified)
    2	9	100	1.1	8	1	1539	4	5	·	5
18) CCOC(=O)C1CCN(c2nc(-c3ccccc3)nc3c2oc2ccccc23)CC1
    4	15	108	1	5	1	1429	-1	-4	-0.6	1
19) CCCC(=O)NC(=S)Nc1cccc2c(O)cccc12
    -1	4	100	1	8	1	1572	9	4	-1.1	-3
20) CCC(C)NC(=O)c1ccc(CSCc2cccc(F)c2)o1 (stereo unspecified)
    10	-6	99	1	4	0.9	1395	-2	5	-0.41	-1

# Next part, overlapping the part above by 5 compounds.
# Keys – A = bIAP inh; B = PPARg SRC3 recr; C = STAT3 activator; D = TNAP act hiacc; E = PPARg SRC2 recr; F = bIAP act; G = TR-FRET SRC-2 ct; H = PPARg SRC-1 ag; I = STAT3 inh; J = ROMK mod; K = STAT1 blocker
(16) S=C(Nc1ccc(Oc2ccc(NC(=S)NC3CCCCC3)cc2)cc1)NC1CCCCC1
  A = -39	B = -2	C = 97	D = 1.1	E = 3	F = 1.4	G = 1482	H = -1	I = 2	J = 0.43	K = 7

(17) COc1ccc(CN2C(=O)c3ccccc3C2C(=O)NCC2CCCO2)c(OC)c1 (stereo unspecified)
  A = 2	B = 9	C = 100	D = 1.1	E = 8	F = 1	G = 1539	H = 4	I = 5	J = ·	K = 5

(18) CCOC(=O)C1CCN(c2nc(-c3ccccc3)nc3c2oc2ccccc23)CC1
  A = 4	B = 15	C = 108	D = 1	E = 5	F = 1	G = 1429	H = -1	I = -4	J = -0.6	K = 1

(19) CCCC(=O)NC(=S)Nc1cccc2c(O)cccc12
  A = -1	B = 4	C = 100	D = 1	E = 8	F = 1	G = 1572	H = 9	I = 4	J = -1.1	K = -3

(20) CCC(C)NC(=O)c1ccc(CSCc2cccc(F)c2)o1 (stereo unspecified)
  A = 10	B = -6	C = 99	D = 1	E = 4	F = 0.9	G = 1395	H = -2	I = 5	J = -0.41	K = -1

(21) Cc1ccccc1-c1nc2ccccc2c(=O)n1C1CCS(=O)(=O)C1 (stereo unspecified)
  A = -5	B = 7	C = 93	D = 1	E = 8	F = 1.1	G = 1397	H = 0	I = 12	J = ·	K = 6

(22) Cc1ccc(-c2nnc(SCC(=O)N/N=C/c3c(C)nn(-c4ccccc4)c3C)n2-c2ccc(C)cc2)cc1
  A = -24	B = 4	C = 102	D = 1.2	E = 6	F = 1.2	G = 1568	H = 0	I = -2	J = ·	K = 3

(23) Cc1cc(C)cc(NC(=O)CSc2nc3c(c(=O)n2C)SC(C)C3)c1 (stereo unspecified)
  A = 6	B = 3	C = 93	D = 1	E = 1	F = 0.9	G = 1721	H = 4	I = 9	J = ·	K = 6

(24) Cc1nn(C)cc1/C=N\NC(=O)Cc1ccc([N+](=O)[O-])cc1
  A = 13	B = 2	C = 99	D = 1	E = -15	F = 0.9	G = 1643	H = -6	I = -1	J = 0.12	K = 6

(25) Cc1ccc(O)c(NC(=O)CCCC(=O)O)c1
  A = 6	B = 1	C = 94	D = 1.1	E = 16	F = 0.9	G = 1559	H = 3	I = 13	J = ·	K = -1

(26) CC(NC(=O)CN(C)CC(=O)Nc1ccc(F)c(F)c1F)c1ccccc1 (stereo unspecified)
  A = -20	B = 4	C = 104	D = 1.1	E = 9	F = 1.2	G = 1584	H = 6	I = 1	J = -0.24	K = -7

(27) COc1ccc(C2N(c3cc(Cl)ccc3OC)C(=O)C3CCCN32)cc1OC (stereo unspecified)
  A = 4	B = 5	C = 109	D = 1	E = 5	F = 1	G = 1693	H = 0	I = -2	J = ·	K = -1

(28) O=C(NNC(=O)C1CCCN(c2ncccn2)C1)c1ccc(F)cc1 (stereo unspecified)
  A = -5	B = 2	C = 98	D = 1	E = 1	F = 1	G = 1611	H = 0	I = 5	J = ·	K = 9

(29) CC(=O)c1c(C)[nH]c(C(=O)NCCCN2CCCC2)c1C
  A = 8	B = -2	C = 106	D = 1	E = 0	F = 0.9	G = 1530	H = 2	I = -1	J = ·	K = -2

(30) Cc1ccc(C(=O)CSc2nnc(CNc3ccc(C)cc3C)n2Cc2ccco2)cc1
  A = 3	B = 2	C = 116	D = 1	E = 0	F = 1	G = 1322	H = -5	I = -12	J = ·	K = -1

(31) COC(=O)C(Nc1nccs1)(OC)C(F)(F)F (stereo unspecified)
  A = 6	B = -4	C = 100	D = 1.1	E = -2	F = 0.9	G = 1392	H = -2	I = 2	J = 0.64	K = 10

(32) COCCNC(=O)C(=O)N/N=C/c1ccc(C(=O)OC)cc1
  A = -12	B = 5	C = 108	D = 1	E = 9	F = 1.1	G = 1573	H = 9	I = -1	J = 1.8	K = -6

(33) O=C(CSc1nc2ccccc2c(=O)n1-c1ccc(SC(F)F)cc1)Nc1ccc(N2CCOCC2)cc1
  A = -1	B = 2	C = 94	D = 1.1	E = 3	F = 1	G = 1595	H = 4	I = 13	J = -1.2	K = 3

(34) O=C(CSc1ncccc1C(=O)O)NC12CC3CC(CC(C3)C1)C2
  A = -3	B = -1	C = 106	D = 1	E = 3	F = 1	G = 1682	H = 2	I = -2	J = 0.049	K = -1

(35) COc1ccc(C2OC(=O)c3ccccc3S2)cc1 (stereo unspecified)
  A = 6	B = 3	C = 89	D = 1	E = 3	F = 0.9	G = 1512	H = 9	I = 16	J = ·	K = -6

(36) CC(=O)OC1CSc2nc3ccccc3n2C1 (stereo unspecified)
  A = -2	B = 0	C = 95	D = 1	E = 3	F = 1	G = 1747	H = 2	I = 11	J = ·	K = -2

(37) CC(=O)c1cccc(NC(=O)Nc2ccc(C(=O)N3CCCC3)cc2)c1
  A = 12	B = -5	C = 88	D = 1	E = -4	F = 0.9	G = 1392	H = -4	I = 13	J = ·	K = 14

(38) O=C(CCN1C(=O)/C(=C/c2cccs2)SC1=S)Nc1ccccn1
  A = 4	B = -3	C = 107	D = 0.9	E = -1	F = 1	G = 1503	H = -2	I = -2	J = 0.22	K = -3

(39) O=C(CC1Nc2ccccc2NC1=O)Nc1cc(Cl)cc(Cl)c1 (stereo unspecified)
  A = 21	B = -1	C = 90	D = 1	E = 9	F = 0.8	G = 1616	H = -5	I = 18	J = 0.65	K = -1

(40) O=C(CCC(=O)OCC(F)(F)C(F)F)Nc1ccc(Cl)cc1
  A = 18	B = 5	C = 103	D = 1.1	E = -5	F = 0.8	G = 1431	H = -11	I = 2	J = ·	K = 0

(41) Cc1cccc(C2(c3cccc(C)c3)CC2C(=O)NCC2CCCO2)c1 (stereo unspecified)
  A = 8	B = 2	C = 100	D = 1	E = 3	F = 0.9	G = 1677	H = 2	I = 3	J = -0.2	K = 3

(42) CC(=O)c1c(C)nc(-c2ccc(Cl)cc2)nc1N
  A = -24	B = 2	C = 130	D = 1	E = -2	F = 1.2	G = 1451	H = -7	I = -31	J = -0.5	K = -62

(43) COc1cccc(NC(=S)N(Cc2ccc(C(=O)O)cc2)Cc2ccc(OC)c(OC)c2)c1
  A = -3	B = 3	C = 97	D = 1	E = 6	F = 1	G = 1746	H = 13	I = 15	J = -0.39	K = 3

(44) COc1cc2[nH]c(=S)nc(NCc3ccccn3)c2cc1OC
  A = 1	B = 6	C = 90	D = 1	E = 6	F = 1	G = 1441	H = 0	I = 18	J = 0.15	K = -4

(45) Cc1ccc(N2C(=O)c3ccccc3C2(O)c2ncc[nH]2)cc1 (stereo unspecified)
  A = -3	B = 12	C = 100	D = 1.1	E = -3	F = 1	G = 1395	H = 6	I = 9	J = ·	K = 3

(46) O=C(CSC1=NCCS1)NC1CCCC1
  A = -11	B = 1	C = 99	D = 1	E = 7	F = 1.1	G = 1502	H = 2	I = 5	J = ·	K = 7

(47) O=[N+]([O-])c1cc([N+](=O)[O-])c2n[nH]c(-c3ccccc3)c2c1
  A = -3	B = 2	C = 87	D = 0.9	E = 1	F = 1	G = 1526	H = 2	I = 19	J = ·	K = -3

(48) COc1ccc(NC(=S)Nc2cc(S(=O)(=O)N3CCCCC3)ccc2OC)cc1
  A = -19	B = 5	C = 79	D = 1	E = 3	F = 1.2	G = 1576	H = 4	I = 26	J = -0.64	K = 4

(49) O=C(COC(=O)C1Cc2ccccc2CN1C(=O)c1ccccc1Cl)Nc1ccc(N2CCOCC2)cc1 (stereo unspecified)
  A = 15	B = 9	C = 107	D = 1.1	E = -1	F = 0.9	G = 1555	H = 2	I = -5	J = 0.57	K = -3
